aSyn tox rescue: qHTS of alpha-syn Inhibitors: NCGC Sytravon Library Screen | 0.02% of 94,000 active | S. cerevisiae alpha-synuclein toxicity rescue, BacTiter-Glo growth, 24 h | Potency, µM (titrated, usually from 46.1 µM), without a hit: at the highest dose growth rescue (activation), actives largely listed as activators; active means well fitted activation curve with a large enough effect; further: 0% is about no effect
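Growth restoration measured by BacTiter-Glo luminescence after 24 hr at 30 deg C; alpha-synuclein yeast, raffinose-pregrown to mid-log, were added at OD600=0.02 in galactose medium onto pinned compounds.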
* = called active by the depositor; & = joins results of further samples; [ ] = remark or other dose. Potency means the concentration at half of the fitted maximal effect. The list is partial. The share of hits here may be higher or lower than overall.

SMILES	aSyn tox rescue
CCN1CCN(c2ccc(NC(=O)CC3OC(=O)c4ccccc43)cc2C)CC1 (configuration not stated)	3.4%
COc1ccc(S(=O)(=O)NC2CC(C)(C)NC(C)(C)C2)cc1C(C)C	2.5%
CCCCOc1ccc(/C=C/C(=O)OCC(=O)c2c(N)n(C)c(=O)n(C)c2=O)cc1OCC	1.4%
O=S(=O)(c1ccc(C2CCCCC2)cc1)N1CCN(c2ccc(Cl)c(Cl)c2)CC1	-3.8%
O=C(Oc1cc(Cl)cc(Cl)c1)c1cnc2n(c1=O)CCS2	8.4%
CCN(C(=O)CSc1nc2n[nH]c(C)c2c(=N)n1-c1cccc(OC)c1)c1cccc(C)c1	9.1%
COCC(C)n1c(COc2ccccc2F)nnc1SCC(=O)Nc1oc(C)c2c(C)n[nH]c(=O)c12 (configuration not stated)	0.2%
CC1CCCCC1NC(=O)c1ccc(-n2cncn2)c([N+](=O)[O-])c1 (configuration not stated)	-10.2%
CCN(CC)CCCN(Cc1cc2cc3c(cc2[nH]c1=O)OCO3)C(=S)NCc1ccco1	-1.0%
CCOc1ccccc1CNC(=O)c1cc2c(=O)n(Cc3ccco3)ccc2nc1C	6.5%

Structures above that contain an NH in an aromatic ring (3):
SMILES	aSyn tox rescue
CCN(C(=O)CSc1nc2n[nH]c(C)c2c(=N)n1-c1cccc(OC)c1)c1cccc(C)c1	9.1%
COCC(C)n1c(COc2ccccc2F)nnc1SCC(=O)Nc1oc(C)c2c(C)n[nH]c(=O)c12 (configuration not stated)	0.2%
CCN(CC)CCCN(Cc1cc2cc3c(cc2[nH]c1=O)OCO3)C(=S)NCc1ccco1	-1.0%

(cont.)
SMILES	aSyn tox rescue
CSc1ncnc2c1ncn2CCCNCc1ccccn1	0.6%
Cc1cc(C)c2c(=O)n3c(nc2c1)C(Cc1ccccc1)NC(=O)c1cccnc1-3 (configuration not stated)	0.9%
Cn1c(=O)c(C(=O)NNC(=O)c2ccc(Br)cc2)c(O)c2ccccc21	-63.0%[inhibitor]
CC1=C(C(=O)Nc2ccc(C)cc2C)C(c2cccs2)n2nc(SCc3ccccc3Cl)nc2N1 (configuration not stated)	-7.4%
CCOc1ccccc1C(=O)N1CCCCC1CCN1CCOCC1 (configuration not stated)	4.3%
CCCNC(=O)c1cccc(Br)c1	-0.5%
Cc1csc(NC(=O)NCC2CCCC(CNC(=O)Nc3nc(C)cs3)C2)n1 (configuration not stated)	15.0%
O=C(O)COc1ccc(F)cc1Br	2.4%
O=S(=O)(c1ccc(NC(=S)NN=C(Cc2ccccc2)Cc2ccccc2)cc1)N1CCOCC1	-7.3%
C=CCN(c1ccccc1)S(=O)(=O)c1cccc(C(=O)Nc2cccc(C)n2)c1	-11.6%
Cc1ccc(Cl)cc1NC(=O)C(=O)NCCc1sc(-c2ccc(F)cc2)nc1C	1.8%
Cc1nn(-c2ccccc2)c(OC(=O)c2ccccc2F)c1S(=O)(=O)c1ccccc1	9.0%
COc1cccc(CCNC(=O)c2c(O)nc3c(C)cccn3c2=O)c1	-3.1%
COc1ccc(OCC(=O)OCc2cc(=O)n3nc(-c4cccs4)sc3n2)cc1	-3.1%
COc1cccc(/C=C2\SC(=S)N(CCCC(=O)N3CCOCC3)C2=O)c1	0.1%
O=C(c1ccc2c(c1)CCN2S(=O)(=O)c1ccc(Cl)cc1)N1CCN(c2ccc(F)cc2)CC1	2.3%
Cc1ccc(-c2n[nH]c3c2C(c2cccc(O)c2)N(c2ccc(C(=O)O)cc2)C3=O)cc1 (configuration not stated)	3.4%&-4.6%
Cc1cccc(Cn2cc(S(=O)(=O)c3cccc(C)c3)c(=O)c3cc(F)c(N4CCOCC4)cc32)c1	5.9%
COC(=O)CSc1nnc2cc(C)c3ccccc3n12	-6.2%
COc1cccc(CC(=O)OC(C)C(=O)Nc2ncc(Cl)cc2Cl)c1 (configuration not stated)	2.6%
CCSc1nc2sc3c(c2c(=O)n1-c1ccc(OC)cc1)CCN(C)C3	16.1%
O=C(CSc1nc2ccccc2c(=O)n1-c1ccc(F)cc1F)NC1CCS(=O)(=O)C1 (configuration not stated)	-3.6%
Cc1cc(C(=O)NCC(C)(C)N2CCOCC2)c(C)o1	0.4%
CCc1ccc(C(=O)Nc2cccnc2Oc2ccc(Cl)cc2)cc1	9.7%
COc1ccc(C(=O)NCCn2cc(SCC(=O)NCCc3ccc(OC)c(OC)c3)c3ccccc32)cc1	-6.8%
COc1ccc(Cl)cc1NC(=O)CN(C)C(=O)c1ccc(C)s1	-6.1%
COc1ccc(NC(=O)Nc2nnc(SCC(=O)Nc3cccc(C)c3C)s2)cc1	4.4%
Cc1cc(O)c(CN2CCN(c3ccccc3)CC2)c2oc(=O)cc(C)c12	3.8%
CCn1c(NCc2cccc(Cl)c2)nc2ccccc21	-3.2%
CCCCN(C(=O)CCC(=O)Nc1cc(C)on1)C(C(=O)NC1CCCC1)c1cccc(OC)c1 (configuration not stated)	6.2%
CSc1cccc(NC(=O)C2CCN(c3nc4ccccc4[nH]3)CC2)c1	-22.4%
CCOc1ccc(OCC(=O)Nc2cc(Cl)ccc2-n2cncn2)cc1	9.0%
CCc1ccccc1NC(=O)CCCN1C(=O)CCn2nc(-c3cn(C)c4ccccc34)cc21	-12.0%
CCOc1ccc(NC(=O)c2oc3ccccc3c2NC(=O)c2c(F)cccc2F)cc1	-0.4%
COc1ccccc1C(=O)NCc1ccc2c(c1)CCN2C(=O)c1cccc(C)c1	-12.3%
O=C(Nc1ccc(S(=O)(=O)N2CCCCC2)cc1)c1cccnc1Cl	11.4%
CCOc1cc(C2C(C(=O)Nc3ccccc3)=C(C)Nc3ncnn32)cc(Br)c1O (configuration not stated)	6.3%
COc1ccc(C2CC(c3cccs3)n3nc(N)nc3N2)cc1 (configuration not stated)	7.5%
O=C(Nc1ccc(F)c(Cl)c1)C1CCN(S(=O)(=O)c2ccc3c(c2)CCCN3C(=O)C2CCC2)CC1	2.8%
COc1cccc(NC(=O)c2ccc(-c3ccccc3[N+](=O)[O-])o2)c1	-2.8%
CCN1CCN(C(=O)c2ccc3c(c2)N(Cc2cc(C)ccc2C)C(=O)c2ccccc2S3(=O)=O)CC1	0.8%
COc1ccc(/C=N/NC(=O)Cn2cnc3ccccc3c2=O)cc1OC	-2.4%
CCN(CC)S(=O)(=O)c1ccc(N2CCOCC2)c(NC(=O)c2cccc3c(=O)c(C)c(-c4ccccc4)oc23)c1	-1.7%
CC(C)c1ccc2oc(-c3cccc(NC(=O)c4ccc5c(c4)OCCO5)c3)nc2c1	-2.8%
COc1cccc(CC(=O)Nc2ccc3nc(Nc4cccc(C(F)(F)F)c4)cc(C)c3c2)c1	-10.7%
Cc1ccc(NC(=O)C2=CC(c3ccc(C)cc3)=NS(=O)(=O)N2C)cc1	1.9%
COc1cccc(CNC(=O)c2ccc3c(c2)nc2n3CCOC2)c1OC	3.8%
S=c1[nH]nc(-c2cc(-c3ccccc3)n[nH]2)n1/N=C/c1c2ccccc2cc2ccccc12	1.7%
Cn1c(=O)c(-c2cc(=O)[nH][nH]2)c(O)c2ccccc21	-13.0%
CSc1nc(NCCN(C)C)c2sc3nc(-c4ccco4)c4c(c3c2n1)CCC4	-10.6%

Structural class: the entries above containing a nitro group on carbon.
SMILES	aSyn tox rescue
CC1CCCCC1NC(=O)c1ccc(-n2cncn2)c([N+](=O)[O-])c1 (configuration not stated)	-10.2%
COc1cccc(NC(=O)c2ccc(-c3ccccc3[N+](=O)[O-])o2)c1	-2.8%

Later entries
SMILES	aSyn tox rescue
COc1ccc(-c2nn(C)c3sc(C(=O)N4CCN(c5cccc(C)c5C)CC4)cc23)cc1OC	4.4%
Cc1ccc(C2c3c(oc4ccccc4c3=O)C(=O)N2c2ccc(C)cn2)cc1 (configuration not stated)	-1.0%
COc1cccc(CNC(=O)Cc2c(C(=O)O)c(C)cn2C)c1	-5.2%
Cc1cc(S(=O)(=O)Nc2cc3c(cc2C)n(C)c(=O)c(=O)n3C)ccc1F	-3.1%
O=S(=O)(c1ccc(-n2cnnn2)cc1)N1CCN(c2ccccc2F)CC1	-2.0%
COc1ccc(N2CCN(C(=O)C(Cc3ccccc3)n3cccc3)CC2)cc1 (configuration not stated)	10.0%
CCc1c(C)sc2c1CCN(C(=O)Nc1cc(C)ccc1OC)C2c1ccc(F)cc1 (configuration not stated)	12.1%
COc1ccc(OC)c2sc(N3CCN(C(=O)c4ccc([N+](=O)[O-])s4)CC3)nc12	-55.6%[inhibitor]
CCN1CCCc2cc(CN(CCN3CCOCC3)C(=S)Nc3cccc(Cl)c3)ccc21	-43.4%[inhibitor]
CC(=O)Nc1ccc(/C=N/NC(=O)c2cccs2)cc1	-4.1%
Cc1noc(/C=C/NCc2cccnc2)c1S(=O)(=O)N(C)CC(=O)N1CCc2ccccc21	5.3%
COc1cccc(-c2ccc3c(c2)O[C@@H](CN(C)Cc2cncnc2)[C@@H](C)CN([C@H](C)CO)S3(=O)=O)c1	-6.6%
CCCCN(C)CCNC(=O)c1cc2c(-c3cccc(OC)c3)nn(C)c2s1	0.2%
CC(C)c1ccc(NC(=O)CN2C(=O)C3(SCC(=O)N3c3ccc(F)cc3)c3ccccc32)cc1 (configuration not stated)	-0.2%
Cc1ccc(Nc2cc(=O)[nH]c(=O)[nH]2)cc1C	0.0%
Cc1cc(=O)oc2cc(OCC(=O)OCC(=O)Nc3ccccc3Br)ccc12	-1.9%
Cc1nc(-c2ccccc2)sc1-c1ccc(SCC(=O)NCc2ccc(Cl)cc2)nn1	2.2%
Nc1ccc(-c2nc3nc(N)nc(N)c3nc2-c2ccc(N)cc2)cc1	-2.7%
O=C(NC1CC1)C1CC(=O)N(c2ccccc2)C1 (configuration not stated)	3.1%
Cc1cc2[nH]c(=O)c(=O)[nH]c2cc1S(=O)(=O)NCC(C)c1ccccc1 (configuration not stated)	14.0%

A stretch of the results above, as a working copy:
SMILES	aSyn tox rescue
CC(C)c1ccc(NC(=O)CN2C(=O)C3(SCC(=O)N3c3ccc(F)cc3)c3ccccc32)cc1 (configuration not stated)	-0.2%
Cc1ccc(Nc2cc(=O)[nH]c(=O)[nH]2)cc1C	0.0%
Cc1cc(=O)oc2cc(OCC(=O)OCC(=O)Nc3ccccc3Br)ccc12	-1.9%
Cc1nc(-c2ccccc2)sc1-c1ccc(SCC(=O)NCc2ccc(Cl)cc2)nn1	2.2%

(next part)
SMILES	aSyn tox rescue
CC(C)(C)OC(=O)N1CCC(c2c(C(=O)O)cnn2-c2ccc(F)cc2F)CC1	3.3%
N#Cc1c(N2CCCCC2)nc(N)c2c(N)nc(SCC(=O)O)cc12	0.5%
Cc1nn(-c2ccccc2)c(OC(=O)c2ccccc2)c1S(=O)(=O)c1ccccc1	6.3%
CCOc1ccc(CN2CCN(Cc3cnc(N4CCOCC4)s3)CC2CCO)cc1 (configuration not stated)	1.9%
CCn1c(CC(=O)Nc2ccc(F)cc2)nnc1SCC(=O)NC1=NCCS1	-10.1%
Cc1nc2ccccn2c(=O)c1NC(=O)c1ccccc1Cl	-15.9%
COc1cc(Cl)c(C)cc1NC(=O)CSc1cc(=O)n(C)c2cc(Cl)ccc12	6.7%
COc1ccc(C(C(=O)NC2CCCC2)N(CCC(C)C)C(=O)CCC(=O)Nc2cc(C)on2)cc1 (configuration not stated)	-1.1%
Cc1ccccc1C(=O)Nc1nnc(SCc2cc(=O)c3c(C)ccc(C)c3[nH]2)s1	-13.1%
O=C(c1cccs1)n1nc(NCc2ccccc2)nc1NCc1ccccc1	-5.7%
COc1ccc(OCC(=O)NNc2nc3ccccc3s2)cc1	2.6%
Cc1[nH]c2ccc(C(=O)NCCc3ccccc3Cl)cc2c1C	-19.8%
Cc1ccc(S(=O)(=O)N(CCCc2c(C)nc(N)[nH]c2=O)Cc2ccc([N+](=O)[O-])cc2)cc1	-3.8%
C=Cc1ccc(Cn2c(C(=O)O)c(CNCc3ccc(F)cc3)c3ccc(C)cc32)cc1	-4.5%
CCOC(=O)N1CCN(Cc2nc3cc(NC(C)=O)ccc3n2C(C)C)CC1	-3.8%
Cc1ccc(NS(=O)(=O)c2ccc3c(c2)n(C)c(=O)n3C)c(C)c1	0.9%
O=C(CSc1ncccn1)N1CCN(S(=O)(=O)c2ccccc2)CC1	-13.1%
COc1ccc(CNC(=O)CSc2ncc3c(n2)-c2cc(Cl)ccc2N(C)S3(=O)=O)cc1	2.7%
Cc1ccc(S(=O)(=O)N2CCCCC2)cc1NC(=O)CCNC(=O)c1ccccc1Cl	-0.1%
CN1CCC(N(C)S(=O)(=O)c2ccc(NC(=O)COc3ccc([N+](=O)[O-])cc3)cc2)CC1	4.8%
COc1ccc2c(c1)-c1nc(NC(=O)c3ccc(C)cc3)sc1CC2	-14.2%
CN(CC(=O)OCC(=O)NCC(F)(F)F)S(=O)(=O)c1ccc(Cl)cc1	4.7%
COc1cc(/C=C2/NC(=O)N(Cc3ccccc3F)C2=O)cc(OC)c1O	4.0%
O=C(Nc1nc2ccccc2[nH]1)c1cccc(Br)c1	-2.3%
CN1CCN(CCCNCc2cn(CCC#N)c3ccccc23)CC1	3.2%
COc1ccccc1OCCCC(=O)NCc1ccco1	-2.6%
CCC(Nc1ccc(-c2nc(-c3ccccn3)no2)cc1[N+](=O)[O-])c1ccccc1 (configuration not stated)	15.1%
COc1cc(NC(=O)CCS(=O)(=O)c2ccc3c(c2)CC(=O)N3C)cc(OC)c1OC	-11.1%
CCOc1ccc(/C=C2\SC(=S)N(NS(=O)(=O)c3ccccc3)C2=O)cc1OC	-4.2%
Cc1ccc(C(=O)OCC(=O)N(C)c2ccccc2)c(C)c1	10.8%
CN(C)S(=O)(=O)c1cccc(NC(=O)CSc2cccc3cccnc23)c1	2.9%
CCn1cc(SCC(=O)N2CCc3ccccc32)c2ccccc21	-7.1%
O=C(CS(=O)(=O)c1ccccc1)Nc1ncc([N+](=O)[O-])s1	0.6%
COc1ccc(NC(=O)c2c(NCc3cccc(OC)c3)sc3c2CCCC3)cc1	11.1%
COc1cc(C(=O)NNc2nc3cc4c(cc3s2)OCO4)cc(OC)c1OC	6.9%
CC1C(=O)N(Cc2cn(Cc3ccco3)nn2)CCS(=O)(=O)N1Cc1ccc(-c2ccc(Cl)cc2)cc1 (configuration not stated)	5.1%
Cc1cc2c(cc1S(=O)(=O)Nc1ccc(F)cc1)n(C)c(=O)c(=O)n2C	10.2%
